TDP1 cell CPT – growth inhibition of DT40 Tdp1-/-;hTDP1 cells with camptothecin (screen for TDP1 inhibitors) | Potency, µM (series often up to 46.2 µM), without a hit: at the top dose activity change, negative = growth inhibition, actives largely listed as inhibitors | chicken DT40 Tdp1-/-;hTDP1 cells + 20 nM CPT, ATP luminescence, 48 h | AID 686979 | 420,000 compounds, 12% hits; further: nearly all actives have a fitted effect of over 55% in size
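Chicken DT40 Tdp1-/- cells complemented with human TDP1, 400 cells/well, exposed to compounds plus 20 nM camptothecin for at least 48 h at 37 C; viability read as ATP content by CellTiter-Glo luminescence.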
TDP1 cell noCPT – qHTS for Inhibitors of human tyrosyl-DNA phosphodiesterase 1 (TDP1): qHTS in cells in absence of CPT | DT40 Tdp1-/- hTDP1 cells, no CPT, ATP luminescence, 48 h | Potency, µM (series often up to 46.2 µM), for the others: top-dose activity change, negative = growth inhibition, hits mostly inhibitors | 420,000 compounds, 15% hits | AID 686978, 2013; further: nearly all actives have a fitted effect of over 55% in size
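Chicken DT40 Tdp1-/- cells complemented with human TDP1, screened without camptothecin (DMSO vehicle only), 400 cells/well. Compounds pin-transferred, cells incubated at 37 °C for at least 48 hr. Growth read as ATP-dependent luminescence (CellTiter-Glo, 30 min at RT).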
TDP1 inh – blocks human tyrosyl-DNA phosphodiesterase 1; recombinant TDP1, AlphaScreen DNA substrate cleavage; 350,000 compounds, 0.28% hits; Potency, µM (doses to about 130 µM), for inactives: top-dose activity change, negative = inhibition, hits mostly inhibitors; Q9NUW8; further: nearly all actives have a fitted effect of over 40% in size
Target sequence (Q9NUW8 whole entry, looked up): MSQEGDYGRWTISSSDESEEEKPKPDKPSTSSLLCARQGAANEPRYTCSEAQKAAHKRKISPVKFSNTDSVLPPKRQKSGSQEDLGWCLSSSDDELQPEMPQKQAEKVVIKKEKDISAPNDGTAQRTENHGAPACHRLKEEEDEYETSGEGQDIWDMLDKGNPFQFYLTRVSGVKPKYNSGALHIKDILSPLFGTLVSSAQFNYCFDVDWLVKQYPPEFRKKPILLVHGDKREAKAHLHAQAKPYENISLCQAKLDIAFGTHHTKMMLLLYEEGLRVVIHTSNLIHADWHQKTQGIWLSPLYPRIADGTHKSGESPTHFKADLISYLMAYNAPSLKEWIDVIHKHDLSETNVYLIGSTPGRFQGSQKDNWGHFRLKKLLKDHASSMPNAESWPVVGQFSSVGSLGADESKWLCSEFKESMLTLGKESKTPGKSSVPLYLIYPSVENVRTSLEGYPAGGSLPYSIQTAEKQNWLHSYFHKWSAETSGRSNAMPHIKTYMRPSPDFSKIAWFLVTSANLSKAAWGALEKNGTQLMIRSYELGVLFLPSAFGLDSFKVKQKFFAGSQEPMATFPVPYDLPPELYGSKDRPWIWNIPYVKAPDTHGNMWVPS
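E. coli-derived human Tdp1, 1 nM final. Cpd preinc 15 min RT; substrate 15 nM final, 5 min RT; AS bead mix 10 ug/ml final, 10 min RT. Signal loss = tyrosine-FITC cleavage. No-enzyme wells = max signal.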
Numbers without * were called inactive. The call rests on the fitted dose curve; in most records, active means well fitted curve in the direction sought with a large enough effect; inconclusive means small, poorly fitted or top-dose-only effect, or another doubt; inactive means no such curve, though single readings can be large; an effect the other way counts as inactive or inconclusive. On the % scale 0 is the no-effect control and ±100 the full control effect; potency means the concentration at half of the fitted maximal effect.

CC(C)[C@H](NC(=O)[C@@H]1CSC2c3ccccc3C(=O)N21)C(=O)N1CCCCC1 (stereo not given in full) was read as TDP1 cell CPT -13.6%, TDP1 cell noCPT -1.0% and TDP1 inh 3.1%.
`CCN(CC)S(=O)(=O)c1ccc(N2CCOCC2)c(NC(=O)CN2C(=O)NC(C)(c3ccccc3)C2=O)c1` (stereo not given) gave TDP1 cell CPT -0.6% and TDP1 cell noCPT -16.2%.
CCNC(=O)NC(=O)CSc1ccc(NC(C)=O)cc1 was read as TDP1 cell CPT -11.9%, TDP1 cell noCPT -9.8% and TDP1 inh 1.0%.
`Cc1cc(C)nc(Nc2n[nH]c(-c3ccc(N)cc3)n2)n1` gave TDP1 cell CPT -3.1%, TDP1 cell noCPT -0.3% and TDP1 inh 7.8%.
`COc1ccc(-n2c(SCc3ccccn3)nc3c(c2=O)SCC3)cc1OC` gave TDP1 cell CPT -0.2%, TDP1 cell noCPT -27.2% and TDP1 inh 1.2%.
`NC(=O)c1ccsc1NC(=O)COC(=O)COc1ccccc1[N+](=O)[O-]` gave TDP1 cell CPT 1.0%, TDP1 cell noCPT 3.8% and TDP1 inh -3.8%.
For O=C(COC(=O)c1cnccn1)NCc1ccc(Cl)cc1 the results were TDP1 cell CPT 15.5%, TDP1 cell noCPT 5.4% and TDP1 inh -5.5%.
`O=C(CCCn1c(=S)[nH]c2cc3c(cc2c1=O)OCO3)NCCc1ccc(Cl)cc1` gave TDP1 cell CPT -0.7% and TDP1 cell noCPT -7.1%.
Screening COc1cc(C(=O)NC2CCCc3ccccc32)ccc1OCC(=O)Nc1ccc(F)cc1 (stereo not given) returned TDP1 cell CPT 1.1%, TDP1 cell noCPT inconclusive and TDP1 inh 3.2%.
COCCNC(=O)c1ccc(N2CCC3(CC2)OCCO3)c([N+](=O)[O-])c1 was read as TDP1 cell CPT -2.9%, TDP1 cell noCPT 6.6% and TDP1 inh 0.0%.
`CC(C)NC(=O)C(=O)Nc1cc2c3c(c1)CCC(=O)N3CCC2` gave TDP1 cell CPT 8.4%, TDP1 cell noCPT -1.3% and TDP1 inh 1.9%.
Screening O=C(NCCN1CCNC1=O)c1ccc2sc([C@@H]3O[C@H](CO)[C@H](O)[C@H](O)[C@H]3O)nc2c1 returned TDP1 cell CPT 9.7% and TDP1 cell noCPT 11.5%.
N#Cc1ccc(COC(=O)C2CCC(=O)N2)cc1 (stereo not given) was read as TDP1 cell CPT 0.7%, TDP1 cell noCPT -4.0% and TDP1 inh -1.8%.
`COC(=O)[C@]12CCCCC=C1N(Cc1ccco1)C(=O)[C@H](CC(=O)NCCc1ccccc1OC)C2` gave TDP1 cell CPT inconclusive and TDP1 cell noCPT inconclusive.
Screening O=C(COC(=O)c1nc(Cl)ccc1Cl)Nc1ncc(Cl)cc1Cl returned TDP1 cell CPT -3.5% and TDP1 cell noCPT -10.9%.
Cc1ccc(-c2nc(S(=O)(=O)c3ccc(C)cc3)c(N(C)C)o2)cc1 was read as TDP1 cell CPT inconclusive, TDP1 cell noCPT 23.1µM* and TDP1 inh 4.1%.
Screening COCCCNC(=O)CSc1nc2c(sc3ccccc32)c(=O)n1CCc1ccc(OC)c(OC)c1 returned TDP1 cell CPT inconclusive, TDP1 cell noCPT 5.17µM* and TDP1 inh 4.4%.
Screening Cc1cc(C)c(C)c(OCCn2ccnc2)c1 returned TDP1 cell CPT -5.9%, TDP1 cell noCPT inconclusive and TDP1 inh 7.3%.
For COCCCN1CC23C=CC(O2)C(C(=O)OC)C3C1=O (stereo not given) the results were TDP1 cell CPT 0.2% and TDP1 cell noCPT 2.6%.
For c1ccc(CSc2nnc(NC3CCCCC3)s2)cc1 the results were TDP1 cell CPT inconclusive and TDP1 cell noCPT 20.6µM*.
Cc1cc(NC(=O)c2c(F)c(F)c(F)c(F)c2F)no1 was read as TDP1 cell CPT -22.9%, TDP1 cell noCPT -9.1% and TDP1 inh 3.3%.
Cc1nnc(SCc2cccc([N+](=O)[O-])c2)s1 was read as TDP1 cell CPT 8.7%, TDP1 cell noCPT 6.7% and TDP1 inh -2.5%.
For CC(=O)c1ccc(NC(=O)CN2CCN(S(=O)(=O)c3ccc4c(c3)OCCO4)CC2)cc1 the results were TDP1 cell CPT inconclusive and TDP1 cell noCPT inconclusive.
Screening CSc1cccc(NC(=O)N2CCCC(CNS(=O)(=O)Cc3ccccc3)C2)c1 (stereo not given) returned TDP1 cell CPT -0.8%, TDP1 cell noCPT -1.8% and TDP1 inh 3.6%.
For O=C(Nc1ccccc1)C1=C[C@@H](C2CC2)C[C@@H](OCCCCO)O1 the results were TDP1 cell CPT -24.5%, TDP1 cell noCPT -10.8% and TDP1 inh 5.1%.
CCC(C)[C@H](NC(=O)N1CC(=O)Nc2ccccc21)C(=O)N1CCC(C(=O)O)CC1 (stereo not given in full) was read as TDP1 cell CPT -10.3%, TDP1 cell noCPT -4.4% and TDP1 inh 2.4%.
`O=C(CCN1C(=O)[C@@H]2Cc3ccccc3CN2C1=O)NCc1ccccc1Cl` gave TDP1 cell CPT -7.3%, TDP1 cell noCPT 4.7% and TDP1 inh 0.4%.
`Cc1cccc(NC(=O)CCCC(=O)OC(C)C(=O)c2ccccc2)c1` (stereo not given) gave TDP1 cell CPT -2.3%, TDP1 cell noCPT -19.6% and TDP1 inh 8.1%.
Cn1c(=O)n(Cc2ccccc2Br)c2ccccc21 was read as TDP1 cell CPT -2.6%, TDP1 cell noCPT -29.0% and TDP1 inh -7.6%.
Screening CC1=NN(c2ccc(C)cc2C)C(=O)C1C(c1ccccc1O)C1C(=O)N(c2ccc(C)cc2C)N=C1C (stereo not given) returned TDP1 cell CPT 7.1%, TDP1 cell noCPT -0.7% and TDP1 inh 4.2%.
For O=c1c(-c2ccccc2)cocc1-c1ccccc1 the results were TDP1 cell CPT -15.9% and TDP1 cell noCPT -6.8%.
Screening Cc1cccc(OCCCSc2nc3ccc(C)cc3[nH]2)c1 returned TDP1 cell CPT inconclusive, TDP1 cell noCPT inconclusive and TDP1 inh 5.6%.
For CC1CN(S(=O)(=O)c2cccc(C(=O)OC(C)C(=O)NC3CCCCC3C)c2)CC(C)O1 (stereo not given) the results were TDP1 cell CPT -4.0%, TDP1 cell noCPT -23.4% and TDP1 inh 1.3%.
CC(C)c1ccc(S(=O)(=O)c2cnc(SCC(=O)Nc3cccc(C(F)(F)F)c3)nc2N)cc1 was read as TDP1 cell CPT inconclusive, TDP1 cell noCPT inconclusive and TDP1 inh 2.5%.
Screening O=C(CNS(=O)(=O)c1cccs1)NCc1ccccc1 returned TDP1 cell CPT -1.0%, TDP1 cell noCPT -7.9% and TDP1 inh -1.1%.
For CC(=O)NC(C)(c1ccccc1)c1nc(-c2ccc(S(C)(=O)=O)cc2)cs1 (stereo not given) the results were TDP1 cell CPT inconclusive and TDP1 cell noCPT -23.6%.
Cc1ccc(NCc2nnc(SCC(=O)Nc3nnc(C)s3)n2C)cc1 was read as TDP1 cell CPT 5.6%, TDP1 cell noCPT 0.3% and TDP1 inh 2.7%.
For O=C(Nc1ccccc1N1CCOCC1)C1CCN(S(=O)(=O)c2ccccc2F)CC1 the results were TDP1 cell CPT 0.9%, TDP1 cell noCPT 0.2% and TDP1 inh 0.0%.
CNC(=O)n1ccc(C(=O)N2CCCCC2)n1 was read as TDP1 cell CPT 0.8%, TDP1 cell noCPT -13.1% and TDP1 inh 2.3%.
For Cc1c(Cl)cccc1NC(=S)NC1CCN(C(C)C)CC1 the results were TDP1 cell CPT -22.9%, TDP1 cell noCPT -3.6% and TDP1 inh -2.7%.

The closing six compounds of the section above are carried over, then new ones follow:
Screening O=C(CNS(=O)(=O)c1cccs1)NCc1ccccc1 returned TDP1 cell CPT -1.0%, TDP1 cell noCPT -7.9% and TDP1 inh -1.1%.
For CC(=O)NC(C)(c1ccccc1)c1nc(-c2ccc(S(C)(=O)=O)cc2)cs1 (stereo not given) the results were TDP1 cell CPT inconclusive and TDP1 cell noCPT -23.6%.
Cc1ccc(NCc2nnc(SCC(=O)Nc3nnc(C)s3)n2C)cc1 was read as TDP1 cell CPT 5.6%, TDP1 cell noCPT 0.3% and TDP1 inh 2.7%.
For O=C(Nc1ccccc1N1CCOCC1)C1CCN(S(=O)(=O)c2ccccc2F)CC1 the results were TDP1 cell CPT 0.9%, TDP1 cell noCPT 0.2% and TDP1 inh 0.0%.
CNC(=O)n1ccc(C(=O)N2CCCCC2)n1 was read as TDP1 cell CPT 0.8%, TDP1 cell noCPT -13.1% and TDP1 inh 2.3%.
For Cc1c(Cl)cccc1NC(=S)NC1CCN(C(C)C)CC1 the results were TDP1 cell CPT -22.9%, TDP1 cell noCPT -3.6% and TDP1 inh -2.7%.
`CC(=O)C1=CCC(c2ccc(C)cc2)N(S(=O)(=O)c2ccc(Cl)cc2)C1` (stereo not given) gave TDP1 cell CPT inconclusive and TDP1 cell noCPT 16.4µM*.
Screening CC(=O)Nc1ccc2nc(SCc3ccccc3)sc2c1 returned TDP1 cell CPT -26.7%, TDP1 cell noCPT inconclusive and TDP1 inh -3.6%.
For Cc1ccc(OCCNC(=O)CCc2ccccc2)cc1C the results were TDP1 cell CPT 19.5% and TDP1 cell noCPT -24.1%.
For COC(=O)CSc1nnc(C)n1-c1cccc(OC)c1 the results were TDP1 cell CPT 7.5%, TDP1 cell noCPT -2.8% and TDP1 inh 3.9%.
Screening Cc1ccc(S(=O)(=O)Nc2cc(=O)[nH]c(SCC(=O)Nc3ccccc3Cl)n2)cc1 returned TDP1 cell CPT -17.3%, TDP1 cell noCPT -15.7% and TDP1 inh 35.5µM*.
COC(=O)C12CCC3(SCCS3)C(C(=O)OC)(CCC13SCCS3)C2 was read as TDP1 cell CPT -5.7%, TDP1 cell noCPT inconclusive and TDP1 inh 5.5%.
CC1CN(S(=O)(=O)c2cccc(C(=O)OC/C(O)=C(\C#N)c3nc4ccccc4[nH]3)c2)CC(C)O1 (stereo not given) was read as TDP1 cell CPT inconclusive, TDP1 cell noCPT inconclusive and TDP1 inh 5.4%.
For COc1cc2nc(N3CCCN(C)CC3)nc(NC3CC3)c2cc1OC the results were TDP1 cell CPT 7.94µM* and TDP1 cell noCPT 10µM*.
O=C(Cc1ccccc1)c1ccc(O)cc1O was read as TDP1 cell CPT -10.7% and TDP1 cell noCPT -25.4%.
For CCCOC(=O)CCCN1C(=O)/C(=C2\SC(=S)N(CCCC(=O)OCCC)C2=O)SC1=S the results were TDP1 cell CPT -28.8% and TDP1 cell noCPT inconclusive.
Screening CCN1CCN(c2ccc(NC(=O)c3ccc4c(c3)[nH]c(=O)n4Cc3ccc(OC)cc3)cc2)CC1 returned TDP1 cell CPT 23.1µM*, TDP1 cell noCPT inconclusive and TDP1 inh 8.1%.
`N#Cc1cc(C(=O)c2cc(Br)ccc2O)cn(Cc2ccccc2)c1=O` gave TDP1 cell CPT inconclusive, TDP1 cell noCPT 20.6µM* and TDP1 inh 3.7%.
Cc1ccc(-c2nn(CC(=O)NC3CCCCC3)c3c2cnc2ccccc23)cc1 was read as TDP1 cell CPT inconclusive, TDP1 cell noCPT 0.0% and TDP1 inh 4.5%.
For Cc1nnc(NC(=O)c2ccccc2Br)s1 the results were TDP1 cell CPT -11.7%, TDP1 cell noCPT -7.7% and TDP1 inh 1.0%.
`CC(C)CC(=O)NC(=S)N1CCN(c2ccc([N+](=O)[O-])cc2Cl)CC1` gave TDP1 cell CPT inconclusive, TDP1 cell noCPT inconclusive and TDP1 inh 2.7%.
CN(CC(=O)Nc1ccc(Cl)cc1)C(=O)CNC(=O)c1ccc2ccccc2c1 was read as TDP1 cell CPT 15.8%, TDP1 cell noCPT -10.7% and TDP1 inh 1.6%.
`CN(C(=O)C1CCN(S(=O)(=O)c2cccc3nonc23)CC1)C1CCCCC1` gave TDP1 cell CPT -23.4%, TDP1 cell noCPT -12.9% and TDP1 inh 0.0%.
Screening CCOC(=O)c1c(-c2ccccc2)csc1NC(=S)N(CC)CC returned TDP1 cell CPT -8.7%, TDP1 cell noCPT inconclusive and TDP1 inh -1.9%.
O=C(COC(=O)c1ccccc1NS(=O)(=O)c1cccs1)NC1CCCCC1 was read as TDP1 cell CPT 1.3%, TDP1 cell noCPT -27.0% and TDP1 inh 0.0%.
Cc1ccc(OCC(=O)N/N=C2\CC(=O)CC(C)(C)C2)c(Br)c1 was read as TDP1 cell CPT 2.4%, TDP1 cell noCPT 2.9% and TDP1 inh 2.2%.
Cc1noc(C)c1C(=O)OCC(=O)Nc1ncc(C(F)(F)F)cc1Cl was read as TDP1 cell CPT 2.6%, TDP1 cell noCPT 18.5% and TDP1 inh -0.6%.

High-throughput results: PubChem BioAssay, National Center for Advancing Translational Sciences (NCATS)
